LmPK inhibitor – blocks Leishmania mexicana pyruvate kinase activity | purified LmPK, Kinase-Glo ATP luminescence, 1 h | Potency, µM (highest dose often 57.5 µM), for inactives: at the top dose activity change, negative = inhibition, usual class: inhibitors | hit rate 0.37% among 290,000 | Q27686 | AID 1721; note: potency is the fitted concentration of half-maximal effect; % is set by controls: 0 for no effect and ±100 for the full control effect
Target sequence (Q27686 whole entry, looked up): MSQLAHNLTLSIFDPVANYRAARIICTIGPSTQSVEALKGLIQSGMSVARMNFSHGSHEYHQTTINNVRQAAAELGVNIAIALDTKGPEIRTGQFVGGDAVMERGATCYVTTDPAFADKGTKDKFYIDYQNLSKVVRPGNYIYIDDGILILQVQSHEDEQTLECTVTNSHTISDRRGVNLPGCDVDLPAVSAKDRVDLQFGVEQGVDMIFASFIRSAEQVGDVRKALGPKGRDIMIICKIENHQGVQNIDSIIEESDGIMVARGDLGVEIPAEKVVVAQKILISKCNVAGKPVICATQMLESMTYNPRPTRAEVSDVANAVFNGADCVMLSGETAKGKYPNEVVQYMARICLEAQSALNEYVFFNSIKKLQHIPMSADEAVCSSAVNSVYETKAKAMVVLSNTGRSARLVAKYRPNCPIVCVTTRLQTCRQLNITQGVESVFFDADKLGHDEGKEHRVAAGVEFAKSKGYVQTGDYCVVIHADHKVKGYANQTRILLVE
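qHTS format; LmPK 0.1 nM; substrates PEP 0.5 mM and ADP 0.1 mM. One-hour room-temperature incubation, then coupled luciferase luminescence; 0.5 nM enzyme wells mark activation.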
Tb PYK inh – blocks Trypanosoma brucei pyruvate kinase | TbPYK enzyme, Kinase-Glo Plus ATP luminescence, 45 min | Potency, µM (series often up to 76.8 µM), for inactives: at the top dose activity, negative = inhibition, hits mostly inhibitors | Q57TT1 | AID 624173 | hit rate 0.12% among 410,000; note: potency is the fitted concentration of half-maximal effect; % is set by controls: 0 for no effect and ±100 for the full control effect; nearly all actives have a fitted effect of over 50% in size
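ADP (130 uM final) triggers the TbPYK reaction after compound addition; incubation is 45 min at room temperature. Kinase-Glo Plus is then added and luminescence imaged. Normalized data are fitted to concentration-effect curves.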
Pf growth 48h – P. falciparum growth inhibition at 48 hours (one generation); Potency, µM (titrated, usually from 28.7 µM), for inactives: top-dose activity change, negative = inhibition, actives largely listed as inhibitors; AID 504832; P. falciparum luciferase growth in erythrocytes, 48 h; hit rate 5.9% among 310,000; note: potency is the fitted concentration of half-maximal effect; % is set by controls: 0 for no effect and ±100 for the full control effect
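Luciferase-expressing parasites in RBCs, 2% Hct / 0.1% parasitemia final; RPMI 1640 + 0.5% Albumax; 37 C, 5% CO2, one generation; luminescence read-out, lower signal = inhibition.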
Shiga inhibitor – blocks Shiga toxin action in Vero cells; Vero cells, Shiga toxin protein synthesis inhibition reporter; inhibition, % at 38.7 µM; hit rate 9.2% among 290,000; AID 2315; in the data active = inhibition mostly above about 28%, no sharp cut-off; inactive = mostly below about 43%; note: 0% is about no effect
HCV inhibitor – inhibitors of hepatitis C virus infection. Huh7.5.1 HCVcc-Cre infection, luciferase reporter, 44 h. Potency, µM (titrated, usually from 41.8 µM), for inactives: at the top dose activity change, negative = inhibition, usual class: inhibitors. hit rate 3.4% among 340,000. AID 651820; note: potency is the fitted concentration of half-maximal effect; % is set by controls: 0 for no effect and ±100 for the full control effect
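Antiviral activity was scored by luciferase reporter output from cells infected with HCVcc-Cre (~0.5 moi) in presence of compound, 44 h infection period, cells seeded 1,000/well 4 h prior.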
Pf growth 96h – inhibits malaria parasite growth, 96 h | Potency, µM (series often up to 28.7 µM), without a hit: at the top dose activity change, negative = inhibition, most hits filed as inhibitors | hit rate 6.9% among 320,000 | P. falciparum luciferase reporter growth, 96 h; note: potency is the fitted concentration of half-maximal effect; % is set by controls: 0 for no effect and ±100 for the full control effect
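Two-generation exposure (96 h) targets delayed-death phenotype. Reporter parasites carrying integrated firefly luciferase, in red cells at 2% hematocrit and 0.05% parasitemia final, kept at 37 C, 5% CO2; luminescence loss indicates inhibition.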
CHX counter – counter-screen hit for Shiga toxin inhibitors, cycloheximide; cell reporter, cycloheximide protein synthesis inhibition counterscreen; max response, %; hit rate 12% among 300,000; in the data active = max response mostly above about 13%, no sharp cut-off; inactive = mostly below about 14%; note: read at 38.3 µM for the half of the compounds with a filed dose; 0% is about no effect
Starred values were filed as active, the others as inactive; & = joins results of further samples; [ ] = remark or other dose. Unless noted, calls come from the whole dose curve; as a rule, active = well fitted curve in the direction sought with a large enough effect; inconclusive = small, poorly fitted or top-dose-only effect, or another doubt; inactive = no such curve, though single readings can be large; an effect the other way counts as inactive or inconclusive.

Results for O=S(=O)(NCCc1ccccc1)c1cccc2cccnc12 ?
LmPK inhibitor: 1%; Tb PYK inh: -3%; Pf growth 48h: 34%[activator]; Shiga inhibitor: 10; HCV inhibitor: inconclusive; Pf growth 96h: -12%; CHX counter: 6

What do the screens show for `Cc1ccc(S(=O)(=O)N2CCOC23CCN(S(=O)(=O)c2cccs2)CC3)cc1`?
Tb PYK inh: -3%; Pf growth 48h: 0%; HCV inhibitor: 7%; Pf growth 96h: -24%

Results for COCCN(CCOC)C(=O)c1c[nH]c2ccc(S(=O)(=O)N(C)c3ccc(F)cc3)cc2c1=O ?
LmPK inhibitor: 0%; Tb PYK inh: -1%; Pf growth 48h: 2%; Shiga inhibitor: -14; HCV inhibitor: -2%; Pf growth 96h: -1%; CHX counter: -2

What do the screens show for `CC(C)c1ccc(-c2nnn(CC(=O)N3CCCCC3)n2)cc1`?
LmPK inhibitor: 28%; Tb PYK inh: 4%; Pf growth 48h: 4%; HCV inhibitor: -5%; Pf growth 96h: 7%; CHX counter: 9

Results for COc1ccc(CNC(=O)[C@@H](NC(=O)C2CCN(C(=O)[C@@H](N)Cc3ccccc3)CC2)C(C)C)cc1 ?
LmPK inhibitor: 5%; Tb PYK inh: 2%; Pf growth 48h: 0%; Shiga inhibitor: 2; HCV inhibitor: 3%; Pf growth 96h: -79%; CHX counter: -1

What do the screens show for `COC(=O)C1=C(C)NC(C)=C(C(=O)OC)C1C(=O)OCC(=O)N1c2ccccc2CC1C` (stereo unspecified)?
LmPK inhibitor: 2%; Tb PYK inh: 3%&-3%; Pf growth 48h: -8%; Shiga inhibitor: -3; HCV inhibitor: 17%&2%; CHX counter: 2

How did CCOc1ccccc1-c1cc(C(=O)N/N=C/c2ccc3c(c2)OCO3)c2ccccc2n1 do in these assays?
LmPK inhibitor: 4%; Tb PYK inh: 0%; Pf growth 48h: 2.3µM*; Shiga inhibitor: 35; HCV inhibitor: -4%; CHX counter: -3

How did CCOC(=O)c1cnn(-c2nc3c(C)cccc3s2)c1C(F)(F)F do in these assays?
LmPK inhibitor: 0%; Tb PYK inh: -6%; Pf growth 48h: -8%; Shiga inhibitor: -6; HCV inhibitor: inconclusive; CHX counter: -2

What do the screens show for `Nc1ccccc1C(=O)/C=C/c1ccc2c(c1)OCO2`?
LmPK inhibitor: 14µM*; Tb PYK inh: 2%; Pf growth 48h: 221%[activator]; Shiga inhibitor: 116*; HCV inhibitor: -2%[8.37 µM]; Pf growth 96h: 73%[activator]; CHX counter: 69*

Results for Cc1nc(-c2ccccc2)sc1C(=O)CSc1ccccc1 ?
LmPK inhibitor: 0%; Tb PYK inh: 0%; Pf growth 48h: 5%; Shiga inhibitor: 14; HCV inhibitor: 10%; Pf growth 96h: -3%; CHX counter: 15

Results for COc1cc2c(cc1OC)CN(CC(=O)Nc1cccc(C(F)(F)F)c1)CC2 ?
LmPK inhibitor: 7%; Tb PYK inh: 6%; Pf growth 48h: -6%; Shiga inhibitor: -7; HCV inhibitor: -18%; Pf growth 96h: -2%; CHX counter: -2

How did COCCNC(=O)CN(c1ccc(C)cc1)S(=O)(=O)c1ccc(SC)cc1 do in these assays?
LmPK inhibitor: 3%; Tb PYK inh: -6%; Pf growth 48h: -6%; Shiga inhibitor: -3; HCV inhibitor: -4%; Pf growth 96h: inconclusive; CHX counter: -2

How did COC(=O)C1=C(c2ccc3ccccc3c2)C[C@@H]2CC[C@H]1N2C(=O)N1CCC(O)CC1 do in these assays?
Tb PYK inh: 4%; Pf growth 48h: inconclusive; HCV inhibitor: 2%; Pf growth 96h: -12%

How did Cc1ccc(N2CC(C(=O)NC3=NCCS3)CC2=O)cc1 (stereo unspecified) do in these assays?
LmPK inhibitor: -4%; Tb PYK inh: -1%; Shiga inhibitor: -5; HCV inhibitor: 5%; CHX counter: -3

What do the screens show for `COCCn1c(SCC(=O)N2CCC(C)CC2)nc2c(c1=O)SCC2`?
LmPK inhibitor: -3%; Tb PYK inh: 1%; Pf growth 48h: -29%; Shiga inhibitor: -18; Pf growth 96h: -25%; CHX counter: -4

What do the screens show for `CC(C)(C)c1ccc(/C=C/C(=O)N2CCCCC2)cc1`?
LmPK inhibitor: -1%; Tb PYK inh: -1%; Pf growth 48h: -33%; Shiga inhibitor: 81*; HCV inhibitor: 8%; Pf growth 96h: inconclusive; CHX counter: 51*

How did Cc1cccc([N+](=O)[O-])c1NC(=O)COC(=O)c1nc2nccc(C)n2n1 do in these assays?
Tb PYK inh: 8%; Pf growth 48h: 23%; HCV inhibitor: 1%; Pf growth 96h: 2%

How did CCCCNC(=O)c1cc(-c2ccc(OC)c(OC)c2)on1 do in these assays?
LmPK inhibitor: 8%; Tb PYK inh: 3%; Shiga inhibitor: 31; HCV inhibitor: -7%; Pf growth 96h: 3.3µM*; CHX counter: 14*

What do the screens show for `CCOC(=O)[C@@H]1[C@H]2COc3ccccc3[C@H]2N2C(=O)N(c3ccc(Cl)cc3)C(=O)[C@@]12C`?
LmPK inhibitor: -2%; Tb PYK inh: 0%; Pf growth 48h: -40%; Shiga inhibitor: -8; HCV inhibitor: inconclusive; Pf growth 96h: inconclusive; CHX counter: -2

How did CCOC(=O)c1ccc(S(=O)(=O)NC2CCC(C)CC2)cc1 (stereo unspecified) do in these assays?
Tb PYK inh: -14%; Pf growth 48h: 31%[activator]; HCV inhibitor: inconclusive; Pf growth 96h: 39%[activator]

Three compounds drawn at random from those above, as already listed:
Results for Cc1nc(-c2ccccc2)sc1C(=O)CSc1ccccc1 ?
LmPK inhibitor: 0%; Tb PYK inh: 0%; Pf growth 48h: 5%; Shiga inhibitor: 14; HCV inhibitor: 10%; Pf growth 96h: -3%; CHX counter: 15

Results for COCCN(CCOC)C(=O)c1c[nH]c2ccc(S(=O)(=O)N(C)c3ccc(F)cc3)cc2c1=O ?
LmPK inhibitor: 0%; Tb PYK inh: -1%; Pf growth 48h: 2%; Shiga inhibitor: -14; HCV inhibitor: -2%; Pf growth 96h: -1%; CHX counter: -2

How did COCCNC(=O)CN(c1ccc(C)cc1)S(=O)(=O)c1ccc(SC)cc1 do in these assays?
LmPK inhibitor: 3%; Tb PYK inh: -6%; Pf growth 48h: -6%; Shiga inhibitor: -3; HCV inhibitor: -4%; Pf growth 96h: inconclusive; CHX counter: -2

(listing goes on)
What do the screens show for `CCOC(=O)C1=C(COC(=O)/C=C/c2ccccc2F)NC(=O)NC1C` (stereo unspecified)?
Tb PYK inh: -4%; Pf growth 48h: -20%; HCV inhibitor: -24%; Pf growth 96h: 26%

What do the screens show for `CSCC[C@H](NC(=O)NCCC1=CCCCC1)C(=O)O`?
LmPK inhibitor: 5%; Tb PYK inh: -5%; Pf growth 48h: 45%[activator]; Shiga inhibitor: 25; HCV inhibitor: -8%; Pf growth 96h: 29%; CHX counter: 26

What do the screens show for `CCCn1c2ccccc2c2cnn(CC(=O)NC3CCCC(C)C3C)c(=O)c21` (stereo unspecified)?
LmPK inhibitor: 7%; Tb PYK inh: 0%; Pf growth 48h: -10%; Shiga inhibitor: -1; HCV inhibitor: -1%; Pf growth 96h: inconclusive; CHX counter: -1

Results for COc1ccc(CCNC(=O)c2cc3c(=O)n4cccc(C)c4nc3n(CC3CCCO3)c2=N)cc1 (stereo unspecified) ?
LmPK inhibitor: 4%; Tb PYK inh: 1%; Pf growth 48h: 1.5µM*; Shiga inhibitor: 19; HCV inhibitor: -5%; Pf growth 96h: inconclusive; CHX counter: 9

Results for COc1ccc(OCC(=O)NNC(=S)NC(=O)c2ccc([N+](=O)[O-])cc2)cc1 ?
LmPK inhibitor: -7%; Tb PYK inh: -26%; Pf growth 48h: 8%; Shiga inhibitor: 7; HCV inhibitor: -6%; Pf growth 96h: 29%; CHX counter: -8

Results for CCOC(=O)c1nc(-c2ccccc2)sc1C(C)=O ?
LmPK inhibitor: -2%; Tb PYK inh: 0%; Pf growth 48h: 40%[activator]; Shiga inhibitor: 15; HCV inhibitor: -9%; Pf growth 96h: 23%; CHX counter: 20*

What do the screens show for `CCOC(=O)C1=C(C)NC2=C(C(=O)OC2)C1c1ccccc1` (stereo unspecified)?
LmPK inhibitor: 8%; Tb PYK inh: 4%; Pf growth 48h: 19%; Shiga inhibitor: 26; HCV inhibitor: 1%; Pf growth 96h: inconclusive; CHX counter: -3

How did Cc1ccc(S(=O)(=O)N(CC(=O)Nc2ccccc2C(=O)O)c2ccccc2)cc1 do in these assays?
LmPK inhibitor: 8%; Tb PYK inh: -4%; Pf growth 48h: -10%; Shiga inhibitor: -17; HCV inhibitor: 8%; Pf growth 96h: 19%; CHX counter: -2

What do the screens show for `CC(NC(=O)C1CCCN(C(=O)c2ccc(Cl)cc2)C1)c1cccc(C(F)(F)F)c1` (stereo unspecified)?
Tb PYK inh: 1%; Pf growth 48h: 13µM*; HCV inhibitor: inconclusive; Pf growth 96h: inconclusive

How did Cc1noc(C)c1C(=O)Nc1sc(C)c(-c2ccccc2)c1C#N do in these assays?
LmPK inhibitor: 5%; Tb PYK inh: 1%; Pf growth 48h: -19%; Shiga inhibitor: 13; HCV inhibitor: 3%; CHX counter: 6

What do the screens show for `Cc1ccccc1COc1ccc(/C(O)=C2/C(=O)C(=O)N(CCCn3ccnc3)C2c2ccco2)cc1` (stereo unspecified)?
LmPK inhibitor: -1%; Tb PYK inh: 0%; Pf growth 48h: 18%; Shiga inhibitor: 11; HCV inhibitor: 15%; Pf growth 96h: inconclusive; CHX counter: 7

Results for CC1Cc2cc(S(=O)(=O)N3CCC(C(=O)N(C)Cc4ccco4)CC3)ccc2N1C(=O)C1CCC1 (stereo unspecified) ?
LmPK inhibitor: 0%; Tb PYK inh: 2%; Pf growth 48h: 12µM*; Shiga inhibitor: -3; HCV inhibitor: 5%; Pf growth 96h: inconclusive; CHX counter: -2

Results for O=C(CN1C(=O)NC2(CCc3ccccc3C2)C1=O)Nc1ccc(F)cc1 (stereo unspecified) ?
LmPK inhibitor: -1%; Tb PYK inh: -8%; Pf growth 48h: -2%; Shiga inhibitor: -5; HCV inhibitor: 6%; Pf growth 96h: -21%; CHX counter: -6

What do the screens show for `O=C(c1cccc(NS(=O)(=O)c2ccccc2)c1)N1CCCCC1`?
Tb PYK inh: 0%; Pf growth 48h: -24%; HCV inhibitor: 12%[8.37 µM]; Pf growth 96h: inconclusive

What do the screens show for `CCOc1ccc(CCNC(=O)c2cnccn2)cc1OCC`?
LmPK inhibitor: -12%; Tb PYK inh: 0%; Pf growth 48h: -20%; Shiga inhibitor: -14; HCV inhibitor: inconclusive; Pf growth 96h: -42%; CHX counter: -5

What do the screens show for `O=C(CNc1ccc(F)cc1)N/N=C1\CCCc2ccccc21`?
LmPK inhibitor: 2%; Tb PYK inh: 4%; Pf growth 48h: 5%; Shiga inhibitor: -6; HCV inhibitor: -16%; Pf growth 96h: 3%; CHX counter: -2

How did CCOC(=O)C(NC(=O)c1ccccc1)(OCC1(CC)COC1)C(F)(F)F (stereo unspecified) do in these assays?
LmPK inhibitor: 6%; Tb PYK inh: -10%; Pf growth 48h: -27%; Shiga inhibitor: -5; HCV inhibitor: 16%; Pf growth 96h: -4%; CHX counter: -3

Screens as filed in PubChem BioAssay.
